# ERAP1 inh: blocks human ERAP1 aminopeptidase activity. recombinant ERAP1, Leu-AMC fluorescence, 60 min. inhibition, % at 10.7 µM. Q9NZ08. 340,000 compounds, 0.15% hits. AID 652197;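 active = mean replicate inhibition of at least 30%, or all replicates individually reaching that 30% level; inactive = mean below 30% and not every replicate reaching it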;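 also: 0% = neutral control wells and 100% = L-leucinethiol positive control wells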
# Target sequence (Q9NZ08 whole entry, looked up): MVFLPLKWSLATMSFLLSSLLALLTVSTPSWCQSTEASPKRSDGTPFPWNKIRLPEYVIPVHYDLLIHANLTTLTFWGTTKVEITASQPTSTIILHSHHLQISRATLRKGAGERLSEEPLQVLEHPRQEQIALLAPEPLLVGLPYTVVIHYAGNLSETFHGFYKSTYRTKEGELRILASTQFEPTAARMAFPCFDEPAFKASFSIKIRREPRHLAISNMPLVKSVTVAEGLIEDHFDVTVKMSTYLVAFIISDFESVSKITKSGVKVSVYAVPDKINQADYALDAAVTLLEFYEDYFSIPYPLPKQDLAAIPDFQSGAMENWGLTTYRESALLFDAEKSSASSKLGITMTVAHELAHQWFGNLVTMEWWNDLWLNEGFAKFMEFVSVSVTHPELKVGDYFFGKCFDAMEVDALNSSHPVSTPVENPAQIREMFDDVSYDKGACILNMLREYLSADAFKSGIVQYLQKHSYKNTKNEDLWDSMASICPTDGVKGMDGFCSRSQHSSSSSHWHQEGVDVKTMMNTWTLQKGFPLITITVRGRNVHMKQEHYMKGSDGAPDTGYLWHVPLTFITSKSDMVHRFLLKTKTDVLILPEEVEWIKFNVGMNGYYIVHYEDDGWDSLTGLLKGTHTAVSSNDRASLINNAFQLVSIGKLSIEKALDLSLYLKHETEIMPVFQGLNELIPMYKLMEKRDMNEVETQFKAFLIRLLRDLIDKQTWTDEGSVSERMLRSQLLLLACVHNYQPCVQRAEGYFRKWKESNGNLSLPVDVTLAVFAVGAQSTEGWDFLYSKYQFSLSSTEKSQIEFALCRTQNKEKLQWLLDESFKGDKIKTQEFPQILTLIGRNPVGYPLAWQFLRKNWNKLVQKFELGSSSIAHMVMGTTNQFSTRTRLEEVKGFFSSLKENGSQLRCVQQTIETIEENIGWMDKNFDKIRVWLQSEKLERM
# miR-122 sensor: blocks miR-122 activity in Huh7 sensor cells | 340,000 compounds, 0.3% hits | activation (reporter increase), % at 12.5 µM | Huh7 miR-122 Renilla luciferase sensor, 48 h; neutral wells = 0, positive control = 100;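 active = mean replicate activation score at least 90 and every replicate individually at or above 90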;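 also: higher luciferase means less miR-122 activity so hits act as miR-122 inhibitors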
# PGC1a acetyl inh: lowers PGC1a acetylation signal in U2OS cells | AlphaScreen anti-acetyl-lysine; with virally co-expressed GCN5 acetyltransferase | 350,000 compounds, 0.17% hits | AID 651687 | inhibition, % at 15.6 µM;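 active = every replicate shows inhibition of at least 40%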;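 also: 0% = neutral control wells and 100% = positive control wells; some results beyond the cut were filed as inactive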
# RAD52 inh: inhibitors of human RAD52 DNA annealing; P43351; recombinant RAD52 DNA annealing, FRET fluorescence; inhibition, % at 18.7 µM; 360,000 compounds, 0.46% hits;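 active = every replicate showing at least 50% inhibition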
# E-sel inducer: induces E-selectin expression in human endothelial cells; 260,000 compounds, 0.37% hits; P16581; HUVEC E-selectin immunofluorescence imaging; normalized: neutral wells 0, TNF-alpha wells 100; activation, % at 7.58 µM;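 active = mean E-selectin-positive cell signal at least 10% of the positive control, reached in at least 60% of replicates, without over 20% cell loss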;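 also: in these data hits start at about 27%; measured in HUVEC primary endothelial cells; signal is the percent of cells scored E-selectin positive by PE staining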
#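 Read-out: % PE-positive cells | Test system: HUVEC | Doses: One compound dose added by pin transfer | Buffer or medium: EGM-2 over gelatin coat | Signal: Immunofluorescence imaging | Benchmarks: TNF-alpha, DMSO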
# Cneo AK release: causes C. neoformans cell lysis | lysis activity, % at 15 µM | AID 651654 | adenylate kinase release luminescence, 4 h; normalised: neutral wells 0, clomiphene wells 100 | 360,000 compounds, 0.2% hits;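 active = mean lysis activity across replicates of at least 80%, whatever share of replicates individually reach that level; inactive = mean lysis activity below 80%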
#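 Assay system: Cryptococcus neoformans yeast cells / Dosing: single-point compound dose / Timing: 4 h at 37 °C static, read 1 h later / Measured by: luminescence of released adenylate kinase using an AK detection reagent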
# PglD DTNB: blocks C. jejuni PglD acetyltransferase activity; purified PglD enzyme, DTNB colorimetric CoA detection; inhibition, % at 12.5 µM; 360,000 compounds, 0.098% hits; in the data active = inhibition above about 16%, passing the limit was not always enough; also: strong numbers were not always called active
# RAD54 branch: blocks human RAD54 Holliday junction branch migration | inhibition, % at 10.4 µM | Q92698 | FAM/BHQ fluorescence | AID 602329 | 360,000 compounds, 0.14% hits;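 active = mean normalized replicate activity at least 40 and at least half of replicates scoring 40 or more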;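 also: 0% = median of neutral control wells and 100% = median of positive control wells; inhibitors cause a drop in the FAM fluorescence signal; in these data hits start at about 50%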
# An asterisk follows results filed as active; nt = no result given; [ ] = remark or other dose.
SMILES,ERAP1 inh,miR-122 sensor,PGC1a acetyl inh,RAD52 inh,E-sel inducer,Cneo AK release,PglD DTNB,RAD54 branch
Cc1ccc(S(=O)(=O)NNC(=O)CC#N)cc1,-2,-1,9,-10,0.0,-2,-4,-4
NS(=O)(=O)c1cccc(NC(=O)COC(=O)Cc2ccc(S(=O)(=O)N3CCOCC3)s2)c1,-1,nt,nt,-24,nt,1,-3,-3
Nc1ccc2c(c1)CC(=O)c1ccccc1S2,-3,4,12,-5,nt,-1,2,2
O=C(NCc1cccs1)c1cccc2c(-c3cccnc3)coc12,17,-1,3,-15,0.0,-1,18,8
O=C([C@H]1[C@H](CO)[C@H]2Cn3c(cccc3=O)[C@@H]1N2S(=O)(=O)c1ccccc1F)N1CCOCC1,-1,nt,nt,-12,0.2,-4,-37,0
CS(=O)(=O)Nc1cccc(-c2cc(NC=O)c3ncc(-c4ccc(F)cc4)n3c2)c1,1,-2,-8,-40,-0.1,-9,1,-5
C[C@@H](O)C#Cc1ccc([C@H]2[C@@H](CO)N3CCCCN(C(=O)c4ccc5c(c4)OCO5)C[C@H]23)cc1,5,6[16.7 µM],-15,16,0.0,-1,-3,-3
COc1ccccc1NC(=O)C1CCCN1S(=O)(=O)c1ccc(Cl)cc1 (configuration not stated),-3,-2,-3,-7,7.7,1,-1,0
COc1ccc(Nc2cc(C(=O)NCCCN3CCOCC3)c3ccccc3n2)c(OC)c1,nt,-14,nt,nt,nt,-7,-5,-10
COc1ccc(CN(C)C[C@@H]2Oc3ccc(NC(=O)CCC(F)(F)F)cc3CC(=O)N([C@@H](C)CO)C[C@@H]2C)cc1,1,5[16.7 µM],-3,0,0.2,0,-8,3
CC1(C)Cc2c(c(N3CCOCC3)nc3snc(NC(=O)c4ccccc4)c23)CO1,nt,4,4,nt,nt,-1,6,-2
C[C@@H]1CN([C@H](C)CO)C(=O)Cc2cc(NC(=O)Nc3ccc(C(F)(F)F)cc3)ccc2O[C@@H]1CN(C)Cc1ccc2c(c1)OCO2,0,0[16.7 µM],19,18,4.3,52,8,0
Cc1cc(C)n(-c2ccc(C(=O)Nc3ccc(C)c(S(=O)(=O)N4CCOCC4)c3)cc2)n1,0,-4,-5,-18,nt,1,-1,-14
CCn1c2ccccc2c2cc(CN3CCN(Cc4cc(OC)ccc4O)CC3)ccc21,4,-3,-6,54*,-4.2,1,2,5
O=C(Nc1ccccn1)c1onc2c1CCCC2,nt,11,13,nt,nt,-7,5,5
COC(=O)c1cc2ccccc2oc1=O,nt,nt,-10,nt,nt,0,0,10
Cc1ccc(N(CC(=O)NC2CCCC2)C(=O)c2ccc(C)s2)cc1,-1,nt,-8,-9,3.1,nt,nt,nt
CC(=O)c1cccc(NC(=O)C2(c3ccccc3)CC2(Cl)Cl)c1 (configuration not stated),-5,4,nt,-10,nt,0,1,0
COc1ccc(NC(=O)N(C)C[C@@H]2Oc3c(NC(=O)NC4CCCCC4)cccc3C(=O)N([C@@H](C)CO)C[C@H]2C)cc1,4,0[16.7 µM],-3,11,1.1,1,10,-2
CC(=O)c1cccc(NC(=O)Nc2csc3c2CCCC3)c1,-4,79,nt,-26,0.1,-2,-1,-3
Cc1cc2c(SCC(=O)NC3CCCC3)ncnc2s1,-5,nt,nt,-7,0.3,4,5,3
O=S(=O)(c1ccccc1)N1CCN(CCO)CC1,nt,0,-7,-13,0.2,-5,-3,-1
C[C@@H]1CN([C@@H](C)CO)C(=O)c2cc(-c3cccc(F)c3)cnc2O[C@@H]1CN(C)Cc1cncnc1,-1,25[16.7 µM],2,13,-0.2,-6,-1,-5
CN1CCN(S(=O)(=O)c2ccc(N(C)Cc3ccc(C(F)(F)F)cc3)c([N+](=O)[O-])c2)CC1,2,nt,nt,-17,nt,2,1,-6
CCN1CCc2nc3sc(C(=O)Nc4cccnc4Cl)c(N)c3cc2C1,-5,2,22,24,2.5,-2,-1,25
Cc1nc(NCc2ccco2)c(C#N)c2c1COC(C)(C)C2,nt,9,10,nt,nt,-4,-2,12
Cc1c(NC(=O)C(=O)/C=C(/O)c2ccccc2)c(=O)n(-c2ccccc2)n1C,2,-6,12,-12,nt,10,-1,-11
Cc1cc2cc(CN(Cc3cccs3)Cc3nnnn3CC3CCCO3)c(=O)[nH]c2cc1C (configuration not stated),3,-4,nt,-17,nt,-2,5,-10
CCOC(=O)N1CCC(NS(=O)(=O)c2ccc3c(c2)C(C)(C)C(=O)N3C)CC1,nt,nt,-1,nt,nt,0,6,2
CCC(CC)C(=O)Nc1c2cnn(-c3ccccc3)c2nc(=O)n1-c1ccccc1,nt,2,-24,nt,nt,0,3,7
CC(=O)N1CC2(C1)[C@@H](c1ccc(-c3ccc(C#N)cc3)cc1)[C@@H](CO)N2CCC(F)(F)F,-2,nt,-2,-26,-0.1,nt,nt,nt
CCCn1c2ccccc2c2cnn(CC(=O)NCCOC)c(=O)c21,-2,-1,nt,1,nt,-4,-3,-8
CC1CCCCN1S(=O)(=O)c1ccc(C(=O)N(CCCN(C)C)c2nc3ccc(Br)cc3s2)cc1 (configuration not stated),1,-2,-19,22,0.3,6,5,5
C[C@H](CO)N1C[C@H](C)[C@H](CN(C)CC2CC2)Oc2ccc(NC(=O)C3CC3)cc2C1=O,-2,2[16.7 µM],nt,9,0.6,-4,-3,5
C[C@@]12CCC=C[C@H]1[C@H](c1ccc(C(F)(F)F)cc1)N(Cc1ccccc1)C2=O,-2,-4,-3,-7,-0.1,-4,4,-2
CN(C)C(=O)c1cc2c(c(-c3cccc(-c4ccccc4)c3)n1)[C@H](CCO)N([S@@](=O)C(C)(C)C)C2,1,nt,-1,-6,0.4,nt,nt,nt
Cc1ccc(S(=O)(=O)Nc2ccc3c(c2)C(=O)N([C@@H](C)CO)C[C@@H](C)[C@H](CN(C)C(=O)Nc2cccc4ccccc24)OCCCC[C@H](C)O3)cc1,3,-2[16.7 µM],-56,6,0.4,-5,-4,7
CN(C)C(=O)c1ccc(-c2ccc([C@@H]3[C@H]4CN(S(C)(=O)=O)CCCCN4[C@H]3CO)cc2)cc1,3,-17[16.7 µM],3,-4,0.2,0,3,4
CC1Cc2ccccc2N1C(=O)c1cnc2ccccn2c1=O (configuration not stated),nt,-2,-13,nt,nt,2,0,-13
COc1ccc(CN(C)C[C@H]2Oc3ccc(NC(=O)CCCCCC(=O)Nc4ccccc4N)cc3CC(=O)N([C@@H](C)CO)C[C@@H]2C)cc1,1,nt,5,19,-0.4,nt,nt,nt
Cc1ccc(C(=O)Nc2cccc(-c3ccc(N4CCOCC4)nn3)c2)cc1[N+](=O)[O-],-6,2,4,-17,nt,1,4,-13
COc1ccccc1CNc1nc2nc3c(c(=O)n2[nH]1)CCC3,nt,-7,nt,nt,nt,0,2,3
CC(C(=O)O)C(=O)O,-1,-5,-4,-2,1.4,3,-1,-11
CCC(=O)NC(c1ccc(OC)cc1)c1c(O)ccc2ccccc12 (configuration not stated),-4,22,-6,-8,0.4,-2,4,6
CCOc1ccc(NC(=O)[C@@H]2CCC(=O)N2C2OC(=O)c3ccccc32)cc1 (some centres not stated),-1,1,1,-4,nt,-3,-1,0
O=C(CN(CC1CCCO1)C(=O)CCC(=O)Nc1nccs1)NCc1ccccc1 (configuration not stated),nt,1,3,nt,nt,-3,2,-1
CN(c1ccc(C(=O)COC(=O)C2CC2)cc1)S(C)(=O)=O,2,nt,-4,-4,0.0,-15,-5,6
CC(C)[C@H](N)c1nnc2n1N=C(c1ccc(Cl)cc1)CS2,4,-4,-5,-3,nt,-1,-3,-16
CCSc1cc(C)nc2ncnn12,nt,-17,-6,nt,nt,2,1,-9
O=C(NNc1ncnc2c1cnn2-c1cccc(Cl)c1)c1ccco1,-1,nt,nt,-8,nt,-5,7,8
CNC(=S)N/N=C(\C)c1ccc(C(C)(C)C)cc1,nt,-8,-8,nt,nt,3,-3,3
CN(CC(=O)NCc1ccco1)S(=O)(=O)c1ccc2c(c1)n(C)c(=O)c(=O)n2C,nt,-5,-22,nt,nt,1,-6,-5
Cc1ccnc(NS(=O)(=O)c2ccc(NC(=O)c3ccc(S(=O)(=O)N(C)C)cc3)cc2)n1,2,5,3,-11,nt,nt,nt,nt
Cc1ccc(S(=O)(=O)N[C@@H]2C=C[C@@H](CC(=O)NCCCN(C)C)O[C@@H]2CO)cc1,-4,nt,-2,2,-0.6,19,4,5
CC(NCc1ccc(S(N)(=O)=O)cc1)C(=O)N1c2ccccc2CC1C (configuration not stated),nt,8,8,-11,2.0,-6,-4,9
COc1cccc(NC(=O)C(=O)NCC(c2ccco2)N2CCc3ccccc3C2)c1 (configuration not stated),-1,2,-13,-15,-0.1,1,-5,2
C[C@@H]1CN([C@H](C)CO)C(=O)c2cc(NC(=O)NC3CCCCC3)ccc2O[C@@H](C)CCCCO[C@H]1CN(C)C(=O)NC1CCCCC1,2,-13[16.7 µM],2,-13,-0.3,5,0,-4
COCCCNC(=O)c1ccccc1NS(=O)(=O)c1ccc(C)cc1,nt,6,0,nt,nt,6,-1,-20
CC(=O)c1cccc(NC(=O)CCC(=O)Oc2ccc(C)cc2)c1,-2,-7,7,-12,0.3,-2,-2,8
OC[C@H]1[C@@H]2c3ccccc3NC[C@@H]2N1CC1CCCCC1,-2,0[16.7 µM],2,-8,0.0,0,0,-21

# More entries
SMILES,ERAP1 inh,miR-122 sensor,PGC1a acetyl inh,RAD52 inh,E-sel inducer,Cneo AK release,PglD DTNB,RAD54 branch
CCC(NC(=O)N(Cc1ccccc1)Cc1ccc2c(c1)OCO2)(C(F)(F)F)C(F)(F)F,nt,-3,2,nt,nt,-1,5,-7
COCCn1c(C)cc(C(=O)COC(=O)c2cc3c(s2)CCC3)c1C,nt,315*,nt,nt,nt,-1,2,2
COc1cccc(NC(=O)N[C@@H]2CC[C@@H](CC(=O)N3CCOCC3)O[C@H]2CO)c1,0,nt,-2,-1,0.8,-5,8,-3
CCc1cc(-c2nnn(CCC3COCCO3)c2CC)cc(CC)c1-c1cn(Cc2ccccc2)nn1 (configuration not stated),1,1,nt,0,-0.5,-1,6,1
C[C@H]1CN([C@@H](C)CO)S(=O)(=O)c2ccc(-c3ccc(F)cc3)cc2O[C@@H]1CN(C)C(=O)C1CCCCC1,1,40[16.7 µM],3,18,0.5,0,-6,-12
CC[C@@H](C)[C@H](NS(=O)(=O)c1ccc(C)cc1)C(=O)N1CCC(C(=O)NCC(=O)O)CC1,nt,1,-24,nt,nt,2,-6,2
O=C(CSc1ccc(Cl)cc1)NN=C1CCCCCC1,-1,6,6,-21,nt,nt,nt,nt
CCC(CC)CN1CCN=C1N(C)C,-1,-4,4,3,0.0,8,-1,-1
C/C(=C\C(=O)c1ccc(Cl)cc1)NCc1ccc2c(c1)OCO2,nt,1,2,nt,nt,-15,-2,-3
COC(=O)c1ccccc1NC(=O)CSc1ncn[nH]1,nt,22,-6,-8,0.1,nt,nt,nt
COc1cc(/C=N/NC(=O)c2ccc3c(c2)OCCO3)cc(Cl)c1O,-3,0,23,-1,nt,-2,7,-1
O=C(NCC1CC1)c1cc(-c2ccccc2)nn1CC1CC(c2cccnc2)=NO1 (configuration not stated),1,-4,1,2,-0.1,-2,-3,2
c1ccc(-c2nnc(SCC3CCCO3)nc2-c2ccccc2)cc1 (configuration not stated),-4,17,-7,-14,-0.1,6,-1,4

# Part of the list above in order of molar mass, ascending.
SMILES,ERAP1 inh,miR-122 sensor,PGC1a acetyl inh,RAD52 inh,E-sel inducer,Cneo AK release,PglD DTNB,RAD54 branch
COC(=O)c1ccccc1NC(=O)CSc1ncn[nH]1,nt,22,-6,-8,0.1,nt,nt,nt
O=C(CSc1ccc(Cl)cc1)NN=C1CCCCCC1,-1,6,6,-21,nt,nt,nt,nt
C/C(=C\C(=O)c1ccc(Cl)cc1)NCc1ccc2c(c1)OCO2,nt,1,2,nt,nt,-15,-2,-3

# No enrichment for hits, and some 1.4% of all compounds hit somewhere here.
